Luciferase inh – inhibitors of firefly luciferase | P08659 | purified firefly luciferase, luminescence, 8 min | Potency, µM (highest dose often 57.1 µM), for inactives: at the top dose activity change, negative = inhibition, actives largely listed as inhibitors | hit rate 2.2% among 72,000; also: potency is read from the fitted curve at half-maximal effect; % is scaled to controls: 0 for no effect and ±100 for the full control effect; nearly all actives have a fitted effect of over 40% in size
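Here, luciferase activity is measured as luminescence following an 8 min room-temperature reaction at 10 uM ATP, pH 7.2. Every library sample is titrated.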
15-hLO inh – inhibitors of human 15-lipoxygenase (ALOX15); hit rate 1.4% among 74,000; Potency, µM (top dose mostly 57.1 µM), for the others: at the highest dose activity change, negative = inhibition, hits mostly inhibitors; purified 15hLO-1, xylenol orange hydroperoxide absorbance; also: potency is read from the fitted curve at half-maximal effect; % is scaled to controls: 0 for no effect and ±100 for the full control effect; nearly all actives have a fitted effect of over 55% in size
Target sequence (P16050 whole entry, looked up): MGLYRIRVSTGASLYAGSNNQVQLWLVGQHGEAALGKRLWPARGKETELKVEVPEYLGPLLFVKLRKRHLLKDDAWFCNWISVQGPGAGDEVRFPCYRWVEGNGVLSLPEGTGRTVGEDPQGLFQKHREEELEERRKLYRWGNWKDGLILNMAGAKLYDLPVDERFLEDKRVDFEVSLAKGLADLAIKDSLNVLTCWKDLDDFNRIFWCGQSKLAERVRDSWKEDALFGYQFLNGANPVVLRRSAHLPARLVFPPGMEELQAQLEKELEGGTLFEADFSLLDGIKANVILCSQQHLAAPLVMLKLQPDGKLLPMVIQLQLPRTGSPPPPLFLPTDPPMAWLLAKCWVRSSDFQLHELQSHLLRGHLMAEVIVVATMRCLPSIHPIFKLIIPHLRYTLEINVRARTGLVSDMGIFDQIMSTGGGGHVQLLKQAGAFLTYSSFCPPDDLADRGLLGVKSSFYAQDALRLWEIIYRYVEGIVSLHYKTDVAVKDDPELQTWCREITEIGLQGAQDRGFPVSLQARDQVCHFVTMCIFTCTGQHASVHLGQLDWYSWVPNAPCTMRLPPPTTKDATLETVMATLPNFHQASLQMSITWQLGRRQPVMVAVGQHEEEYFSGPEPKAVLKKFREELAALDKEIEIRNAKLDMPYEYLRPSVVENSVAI
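Purified human 15hLO-1 (40 nM final) in 25 mM Hepes pH 7.5, 0.01% Triton X-100 was preincubated with compound 15 min at room temperature, then reacted 6 min with 50 uM arachidonic acid; hydroperoxide detected by Fe-XO, 573/405 nm absorbance ratio.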
HADH2 inhib – inhibitors of human HADH2 dehydrogenase. Potency, µM (titrated, usually from 57.1 µM), without a hit: at the highest dose activity change, negative = inhibition, most hits filed as inhibitors. Q99714. hit rate 3.4% among 73,000. recombinant HADH2, NADH fluorescence, beta-hydroxybutyryl-CoA; also: potency is read from the fitted curve at half-maximal effect; % is scaled to controls: 0 for no effect and ±100 for the full control effect; nearly all actives have a fitted effect of over 60% in size; many of its hits are not listed in these tables
Target sequence (Q99714 whole entry, looked up, one chain of several): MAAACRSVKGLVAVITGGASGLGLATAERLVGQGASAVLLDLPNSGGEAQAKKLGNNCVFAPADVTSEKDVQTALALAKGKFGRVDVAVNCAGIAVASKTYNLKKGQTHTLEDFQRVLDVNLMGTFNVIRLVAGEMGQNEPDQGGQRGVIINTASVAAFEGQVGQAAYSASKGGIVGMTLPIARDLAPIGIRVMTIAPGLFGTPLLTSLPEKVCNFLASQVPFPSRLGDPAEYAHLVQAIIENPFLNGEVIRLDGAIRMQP
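E. coli-expressed His-tagged HADH2 tested at 20 nM in alkaline Tris buffer (pH 9.0); oxidation of 90 uM beta-hydroxybutyryl-CoA with 1 mM NAD+ tracked fluorimetrically for 4 min.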
DNA Pol III inh – DNA polymerase III holoenzyme inhibition; reconstituted DNA polymerase III holoenzyme replication, biochemical; Potency, µM (doses to about 57.1 µM), inactives show at the top dose activity change, negative = inhibition; hit rate 0.25% among 71,000; AID 603; also: potency is read from the fitted curve at half-maximal effect; % is scaled to controls: 0 for no effect and ±100 for the full control effect
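Reconstituted *E. coli* holoenzyme (0.35 nM Pol III, 1 nM beta, 154 nM SSB, 2 nM primase) was preincubated with compound for 15 min at RT. Synthesis on 1.4 nM ssM13Gori ran 35 min, then was stopped with PicoGreen/EDTA and read as dsDNA fluorescence.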
Hsp90 Hop PPI – changes Hsp90-Hop TPR2A binding signal, up or down; Potency, µM (top dose mostly 57 µM), for inactives: at the top dose activity change, negative = inhibition; hit rate 0.44% among 71,000; AlphaScreen TPR2A-His6 binding biotin-Hsp90 C-terminal peptide; active = well fitted curve in either direction with a large enough effect; inconclusive = small, poorly fitted or top-dose-only effect, or another doubt; also: potency is read from the fitted curve at half-maximal effect; % is scaled to controls: 0 for no effect and ±100 for the full control effect; many of its hits are not listed in these tables
Tau fil binding – tau filament binding. hit rate 2% among 71,000. Potency, µM (titrated, usually from 57.1 µM), without a hit: at the highest dose activity change, negative = inhibition. recombinant tau filaments, thioflavin S fluorescence, 15 h; filaments grown with octadecylsulfate alongside compound;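 also: potency is read from the fitted curve at half-maximal effect; % is scaled to controls: 0 for no effect and ±100 for the full control effect; actives lower thioflavin S fluorescence by blocking filaments or displacing dye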
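Thioflavine S fluorescence (ex 450, em 510 nm) reports filaments formed from 1 uM human tau plus 30 uM ODS over 15 h at 37 C (10 mM HEPES pH 7.4, 100 mM NaCl, 5 mM DTT); compounds displacing dye or blocking filaments lower signal.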
HBB splicing – alters splicing of the hemoglobin beta chain; HBB splicing reporter cell assay, activation; EGFP reporter with mutant IVS2-654 intron; response scale: normalised to 500 nM splice-correcting PNA; Potency, µM (titrated, usually from 46.1 µM), for the others: top-dose activation, most hits filed as activators; hit rate 0.06% among 65,000; AID 925; also: potency is read from the fitted curve at half-maximal effect; 0% is about no effect
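Compounds were applied for 2 days to HeLa EGFP-654 cells, 500/well in Optimem with 2% FCS. The reporter's EGFP is disrupted by mis-splicing of beta-globin intron IVS2-654. Readout: summed well GFP fluorescence from 488 nm laser scanning; reference was 500 nM antisense […] 654 PNA.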
UbGFP stabilizer – inhibits proteasome, raising ubiquitin-GFP reporter fluorescence; 67,000 tested, under 10 active; Ubiquitin-GFP reporter cells, proteasome inhibition, GFP fluorescence; response scale: untreated = 0%, 10 µM MG-132 = 100%; Potency, µM (doses to about 45.9 µM), without a hit: at the top dose activation (GFP accumulation), usual class: activators; active = well fitted activation curve with a large enough effect, not every such curve was filed as active; inconclusive = small, poorly fitted or top-dose-only effect, or another doubt; inactive = no such curve, though single readings can be large or run the other way; also: potency is read from the fitted curve at half-maximal effect
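Reporter cells (U2OS, ubiquitin-G76V-GFP fusion) are plated overnight, then treated 4 hr at 37 °C with compound titrations from 46 uM down to 2.9 nM. Activity is scaled against untreated cells and 10 uM MG-132.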
ERK AVP block – vasopressin-driven ERK pathway inhibition | HEK293-V1b, vasopressin-stimulated pERK AlphaScreen | Potency, µM (highest dose often 57.5 µM), without a hit: at the top dose activity, negative = inhibition, most hits filed as inhibitors | hit rate 0.99% among 72,000 | AID 995; also: potency is read from the fitted curve at half-maximal effect; % is scaled to controls: 0 for no effect and ±100 for the full control effect; nearly all actives have a fitted effect of over 55% in size
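qHTS, compounds titrated on V1b-expressing HEK293 cells. Preincubation 30 min at 37C, vasopressin 25 nM for 5 min, lysis 10 min, bead incubation 5 hr at room temperature.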
GFP derepression – derepresses silenced GFP locus in mouse C127i cells. mouse C127i GFP locus derepression, cytometry, 30 h. Potency, µM (highest dose often 46.1 µM), inactives show at the top dose GFP derepression (activation). hit rate 0.09% among 68,000. AID 597; also: % of control where 0% means no effect
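Murine C127i mammary cells carrying a silenced, stably integrated CMV-driven GFP reporter were treated with compound for 30 hours at 37 C. After PBS washes, GFP-positive cells were counted by laser-scanning microplate cytometry.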
CRE Fsk mod – alters forskolin-stimulated CRE reporter signaling in CHO cells; CHO CRE-bla reporter (cAMP response element driving beta-lactamase), forskolin EC10, beta-lactamase ratio; Potency, µM (series often up to 38.2 µM), inactives show top-dose activity change, negative = inhibition, most hits filed as activators; hit rate 2.5% among 71,000; AID 662; active = well fitted activation curve with a large enough effect in the signal ratio, with a control signal flat, not every such curve was filed as active; inconclusive = small, poorly fitted or top-dose-only effect, or effect the other way, or a change in a side signal; the % refers to the signal ratio; also: potency is read from the fitted curve at half-maximal effect; % of control where 0% means no effect
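Cells were plated overnight at 37 °C, exposed to compound titrations plus EC10 NKH 477 for 3 h, then given CCF4 dye for 2 h at room temperature. Blue/green (460/530 nm) ratio was converted to %Activity and AC50 values calculated.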
* hit, by the source's call; ? = inconclusive; · = not tested or not shown; [ ] = remark or other dose. Unless noted, calls follow the shape of the dose curve; as a rule, active = well fitted curve in the direction sought with a large enough effect; inconclusive = small, poorly fitted or top-dose-only effect, or another doubt; inactive = no such curve, though single readings can be large; an effect the other way counts as inactive or inconclusive. Not all compounds are listed; the hit share may differ from the screen's.

Sample of the layout:
SMILES	Luciferase inh	15-hLO inh	HADH2 inhib	DNA Pol III inh	Hsp90 Hop PPI	Tau fil binding	HBB splicing	UbGFP stabilizer	ERK AVP block	GFP derepression	CRE Fsk mod
CC1(C)CCC(C)(C)c2c1ccc(O)c2Cc1c(O)ccc2c1C(C)(C)CCC2(C)C	4%[11.4 µM]	-26%[11.4 µM]	-5%[11.4 µM]	-13%[11.4 µM]	-8%[11 µM]	-10%[11.4 µM]	0.4%[9.22 µM]	-8%[9.17 µM]	-8%[11.5 µM]	-1%[9.22 µM]	-1%[7.6 µM]
CN(C)CCN=Cc1c(O)n(CCC2=CCCCC2)c(=O)[nH]c1=O	2%	48%[activator]	9%	-2%	-4%	20%	2.1%	-13%	-25%	-4%	5%
C=CC(=O)OC	·	-1%	-12%	-5%	-2%	-10%	0.5%	·	1%	·	-2%
CC(C)c1nccn1Cc1ccc(Cl)cc1Cl	2%[11.4 µM]	1%[11.4 µM]	14%[11.4 µM]	-10%[11.4 µM]	3%[11 µM]	2%[11.4 µM]	3.0%[9.22 µM]	-2%[9.17 µM]	8%[11.5 µM]	2%[9.22 µM]	0%[7.6 µM]
CC1=C(C(=O)N2CCC3(CC2)OCCO3)C2(CCC(C)CC2)OC1=O (stereo not given)	1%	7%	2%	-4%	-2%	7%	0.5%	2%	14%	6%	1%

This part in full, from the start:
SMILES	Luciferase inh	15-hLO inh	HADH2 inhib	DNA Pol III inh	Hsp90 Hop PPI	Tau fil binding	HBB splicing	UbGFP stabilizer	ERK AVP block	GFP derepression	CRE Fsk mod
CC1(C)CCC(C)(C)c2c1ccc(O)c2Cc1c(O)ccc2c1C(C)(C)CCC2(C)C	4%[11.4 µM]	-26%[11.4 µM]	-5%[11.4 µM]	-13%[11.4 µM]	-8%[11 µM]	-10%[11.4 µM]	0.4%[9.22 µM]	-8%[9.17 µM]	-8%[11.5 µM]	-1%[9.22 µM]	-1%[7.6 µM]
CN(C)CCN=Cc1c(O)n(CCC2=CCCCC2)c(=O)[nH]c1=O	2%	48%[activator]	9%	-2%	-4%	20%	2.1%	-13%	-25%	-4%	5%
C=CC(=O)OC	·	-1%	-12%	-5%	-2%	-10%	0.5%	·	1%	·	-2%
CC(C)c1nccn1Cc1ccc(Cl)cc1Cl	2%[11.4 µM]	1%[11.4 µM]	14%[11.4 µM]	-10%[11.4 µM]	3%[11 µM]	2%[11.4 µM]	3.0%[9.22 µM]	-2%[9.17 µM]	8%[11.5 µM]	2%[9.22 µM]	0%[7.6 µM]
CC1=C(C(=O)N2CCC3(CC2)OCCO3)C2(CCC(C)CC2)OC1=O (stereo not given)	1%	7%	2%	-4%	-2%	7%	0.5%	2%	14%	6%	1%
C/C=C1\C[C@H](C)[C@](O)(CO)C(=O)OCC2=CCN3CC[C@@H](OC1=O)[C@@H]23	1%[11.4 µM]	·	-21%	2%	-7%	-22%	·	10%	·	-2%[9.22 µM]	?
N[C@@H](Cc1c[nH]c2ccccc12)c1nnc(SCc2ccccc2F)o1	1%	-4%	?	-8%	-8%	-9%	-3.0%[57.5 µM]	6%	-13%	0%	-2%
Cc1nc2c(-c3ccccc3)c(C)nn2c(C)c1CCC(=O)N1CCC2(CC1)OCCO2	3%	16%	-3%	-7%	-2%	5%	-0.6%	2%	17%	4%	9%
C=CCOc1ccc(CC2C(=O)N(C)C(=O)N(C)C2=O)cc1	1%	-26%	-11%	-4%	-7%	5%	-0.8%	4%	-24%	2%	-12%
CC(C)(C)c1cc(O)ccc1O	1%[11.4 µM]	20µM*	?	-2%[11.4 µM]	-1%[11 µM]	-7%[11.4 µM]	3.9%[9.22 µM]	1%[9.17 µM]	-13%[11.5 µM]	0%[9.22 µM]	?
CCOC(=O)c1ccc(NC(=O)C2C3C=CC(O3)C2C(=O)O)cc1 (stereo not given)	1%	-13%[11.4 µM]	-17%[11.4 µM]	-1%[11.4 µM]	-5%[11 µM]	-9%[11.4 µM]	-3.0%[0.0738 µM]	5%[9.17 µM]	-11%	-2%	?
O=C(O)[C@H]1[C@H](C(=O)O)[C@H]2CC[C@@H]1O2	2%	7%	11%	-2%	-6%	-6%	1.4%	3%	10%	-2%	?
O=C(CCC1CCCC1)c1c(O)c2ccccc2oc1=O	-1%	-7%	-1%	-2%	2%	-11%	-0.9%	0%	?	-2%	?
Nc1ccc(Cc2ccc(N)c(Cl)c2)cc1Cl	·	2%	-16%	2%	-7%	-16%	-0.5%	·	-5%	·	-12%
CN(C)CC#CCOCCOCCC#N	3%	6%	4%	-2%	0%	-6%	5.0%[0.369 µM]	·	-11%	-2%	-1%
COc1ccccc1N1C(=O)NC(=O)C2(Cc3cc(C)ccc3N(C)C2)C1=O (stereo not given)	3%	-11%	-4%	-8%	-4%	-7%	2.7%	7%	-5%	-3%	3%
C=CC1CC=CCC1 (stereo not given)	·	32µM*	-7%	-3%	1%	4%	0.1%	·	16%	·	-9%
C/C(CCc1c[nH]c2ccccc12)=N\O	-9%	-1%	-15%	1%	-4%	-7%	2.9%[0.369 µM]	0%	-11%	4%	-11%
CCN1C[C@]2(COC)CC[C@H](O)[C@@]34[C@@H]5C[C@H]6[C@@H](OC)[C@H]5[C@](O)(C[C@@H]6OC)[C@@](O)([C@@H](OC)[C@H]23)[C@@H]14	1%[25.5 µM]	7%[25.6 µM]	3%[25.6 µM]	-6%[25.6 µM]	-2%[26 µM]	0%[25.6 µM]	2.1%[20.6 µM]	6%[20.5 µM]	1%[25.7 µM]	1%[20.6 µM]	0%[17.1 µM]
Cc1noc(C)c1C(=O)N1CCC[C@@]2(CCN(CC(C)C)C2)C1	1%[11.4 µM]	5%	3%	-5%	0%	0%	-2.0%	10%	3%	0%[9.22 µM]	?
CC1(C)C(c2ccccc2)=NC(c2cccnc2)N1O (stereo not given)	6%	5%	-9%	-1%	0%	3%	1.5%	?	-24%	2%	1%
COC(=O)C1(C)C=C2C(=C(C)C(=O)C2C)CN1 (stereo not given)	·	·	-9%	0%	-4%	9%	4.7%	·	-2%	·	-3%
Clc1ccccc1-c1cncnc1NCCc1cnc[nH]1	1%[2.29 µM]	8%	-3%	-5%	-4%	4%	-0.6%	-5%	-21%	8%[9.22 µM]	-19%
N#CC1=C(N)Oc2n[nH]c(-c3cccs3)c2C1c1ccco1 (stereo not given)	-6%	-28%	?	-2%	-5%	0%	-0.8%	7%	-21%	0%	?

Screens from PubChem.
